FBW7 act – FBW7 E3 ligase activators, primary screen, biochemical, AlphaScreen, human; F-box/WD repeat-containing protein 7 (Homo sapiens), Q969H0; AlphaScreen FBW7–phospho-cyclin E peptide binding, activator screen; normalized activity (activation), % at 26.1 µM; hit rate 0.13% among 650,000; AID 1259310, 2017; in the data active = normalized activity above about 1.9%;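 note: purified mutant Fbw7 with reduced substrate affinity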
Target sequence (Q969H0 whole entry, looked up): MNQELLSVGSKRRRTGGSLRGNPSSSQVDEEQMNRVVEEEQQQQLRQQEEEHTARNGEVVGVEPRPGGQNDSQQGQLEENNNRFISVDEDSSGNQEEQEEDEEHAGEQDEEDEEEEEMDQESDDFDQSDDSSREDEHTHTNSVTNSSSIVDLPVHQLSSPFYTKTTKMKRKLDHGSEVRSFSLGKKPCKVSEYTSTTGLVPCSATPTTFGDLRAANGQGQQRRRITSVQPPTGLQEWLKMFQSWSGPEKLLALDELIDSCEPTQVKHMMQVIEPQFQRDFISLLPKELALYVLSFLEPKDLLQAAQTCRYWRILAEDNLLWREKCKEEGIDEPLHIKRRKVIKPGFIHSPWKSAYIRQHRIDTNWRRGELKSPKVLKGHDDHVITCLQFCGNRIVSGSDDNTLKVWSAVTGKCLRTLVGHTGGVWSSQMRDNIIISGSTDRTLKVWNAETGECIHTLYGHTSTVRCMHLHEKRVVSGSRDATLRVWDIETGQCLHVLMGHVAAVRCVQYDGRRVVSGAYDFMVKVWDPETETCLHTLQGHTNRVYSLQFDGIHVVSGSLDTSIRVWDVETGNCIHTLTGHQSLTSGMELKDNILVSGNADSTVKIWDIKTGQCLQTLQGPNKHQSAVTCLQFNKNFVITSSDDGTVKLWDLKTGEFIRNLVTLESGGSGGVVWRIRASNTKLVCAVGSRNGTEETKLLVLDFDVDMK
GPR151 ag – activators of human GPR151, primary screen, cell-based, PathHunter beta-arrestin, luminescence. G-protein coupled receptor 151 (Homo sapiens), Q8TDV0. PathHunter beta-arrestin GPR151 cells. activation, % at 11.2 µM. hit rate 1% among 650,000; in the data active = activation above about 4.9%;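 note: 0% = median of compound wells and 100% = cells with positive control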
TEAD-YAP inh – TEAD-YAP interaction inhibition, primary screen, TEAD-YAP interaction inhibitor project, luminescence, HEK-TIYL cells; TEAD-Gal4/YAP UAS-luciferase luminescence; inhibition, % at 9.12 µM; hit rate 1.4% among 640,000; AID 1259422, 2018; in the data active = inhibition above about 32%;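 note: 0% = median of test compound wells and 100% = reference inhibitor wells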
MITF inh – MITF inhibitors, primary screen, biochemical, AlphaScreen, human. Microphthalmia-associated transcription factor (Homo sapiens), O75030. AlphaScreen MITF homodimerization, bead proximity signal. inhibition, % at 2.6 µM. hit rate 0.91% among 650,000. AID 1259374, 2018; in the data active = inhibition above about 50%;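 note: 0% = vehicle wells with protein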
Active calls of the source: *.

SMILES | FBW7 act | GPR151 ag | TEAD-YAP inh | MITF inh
CCn1c(SCC(=O)Nc2ccc(F)cc2)nnc1-c1c[nH]c2ccccc12 | 0.0 | -0.2 | 17 | 3
CC(C)c1nnc(NC(=O)Nc2ccccc2)s1 | 0.0 | -0.1 | -78 | 0
COc1ccc(C(=O)c2sc3nc(C4CC4)cc(-c4ccc(OC)cc4)c3c2N)cc1 | 0.2 | -0.1 | -2 | 5
CC(=O)NCCC(=O)Nc1ccc(S(=O)(=O)C(F)F)cc1 | -0.2 | 0.5 | 2 | 2
CC(=O)N/C(=C/c1ccccc1)C(=O)N1CCOCC1 | -0.2 | 0.0 | 8 | 9
COc1ccc(CNC(=O)CSCc2ccccc2F)cc1 | 0.0 | 0.0 | -36 | -2
Cc1ccc(-n2nc3ccc(NC(=O)c4ccc(Cl)c(Cl)c4)cc3n2)cc1 | 0.0 | 0.3 | -5 | 11
O=C(CN1CCN(c2ccccc2F)CC1)Nc1nccs1 | 0.7 | 2.5 | 1 | 15
COc1ccc(Nc2nc3[nH]c(=O)cc(O)c3s2)cc1 | -0.1 | 0.0 | -7 | -17
CCCCOC(=O)C1=C(C)Nc2nnnn2C1c1ccccc1C (configuration not stated) | 0.1 | -1.0 | 4 | 7
CC(C)CCNS(=O)(=O)c1cc2c3c(c1)CC(=O)N3CCC2 | 0.0 | -2.6 | -6 | -10
CCOc1ccc(NC2=NCC(=O)N2Cc2ccc(F)cc2)cc1 | 0.0 | 0.1 | -8 | 2
C=CCn1c(SCC(=O)OCC)nc2ccc(I)cc2c1=O | 0.0 | 0.9 | 8 | 0
COc1ccc(NC(=O)Nc2ccc3c4c(cccc24)CC3)cc1OC | -0.2 | 0.3 | 6 | -2
CCOC(=O)C1=CN(C(C)C)C=C(C(=O)OCC)C1c1cccc(F)c1 | 0.7 | 2.6 | 10 | -25
CCCC(=O)N(C)c1nnc(-c2cccc(F)c2)s1 | 0.0 | -0.1 | -80 | 10
Cc1cc2cc(CNC(=O)C(C)Oc3ccccc3)ccc2n1C (configuration not stated) | 0.0 | 0.4 | -9 | 3
Cc1ccc(NC(=O)Cn2cnc3sc(C(=O)Nc4cccc(C(F)(F)F)c4)c(C)c3c2=O)cc1Cl | -0.1 | -0.7 | 6 | 0
Cc1ccc(OCC(O)CNC2CCCC2)cc1C (configuration not stated) | 0.1 | 0.1 | 17 | -22
CC(C)c1ccc(OCC(O)Cn2c(C(F)(F)F)nc3ccccc32)cc1 (configuration not stated) | 0.2 | 0.8 | 2 | 0
CCN1C(=O)S/C(=C\c2ccc(OCC(=O)O)cc2)C1=O | 0.0 | 0.3 | -4 | -16
CCCNC(=O)NC(=O)COC(=O)/C=C/c1cc(Br)ccc1OC | -0.1 | 0.9 | -3 | 21
COc1cc(C(=O)N2CCN(C3CCC(c4ccccc4)CC3)CC2)cc(OC)c1OC (configuration not stated) | 0.4 | -1.5 | 0 | 51*
COc1cc(/C=N/NC(=O)c2cc(-c3cccs3)[nH]n2)ccc1O | 0.0 | 4.6 | 0 | 2
O=C(Oc1cccc2cccnc12)c1cc([N+](=O)[O-])ccc1Cl | -0.2 | 0.6 | -4 | 7
CCOc1ccccc1CN1CCN(S(=O)(=O)c2ccc(Cl)cc2)CC1 | 0.0 | -1.4 | -7 | 61*
Fc1ccccc1-c1cccc2ccc(N3CCNCC3)nc12 | -0.1 | 1.4 | 4 | -10
CCN1C(=O)CC(NC23CC4CC(CC(C4)C2)C3)C1=O (configuration not stated) | 0.6 | -1.8 | 0 | 24
CCC1SC(CC)C(=O)N(CC(=O)Nc2cc(C)cc(C)c2)C1=O (configuration not stated) | 0.1 | -0.6 | 6 | 2
CCCc1nnc(SCC(=O)NCc2ccco2)n1CC1CCCO1 (configuration not stated) | -0.1 | -0.2 | 5 | 42
CC(=O)Nc1ccc(S(=O)(=O)N2CCC(N3CCCC3)CC2)cc1 | 1.3 | -2.4 | 1 | 50
CSc1cccc(NC(=O)CCNS(=O)(=O)c2cc(Br)cnc2N)c1 | -0.3 | 1.4 | -3 | 3
COc1cc([N+](=O)[O-])ccc1NC(=O)/C(=C/c1ccc(N(C)C)cc1)NC(=O)c1ccccc1F | -0.3 | -0.3 | 4 | -4
FC(F)(F)c1ccc(NCc2ccc3c(c2)OCO3)nc1 | 0.0 | 0.7 | -45 | 2
O=C(c1ccc([N+](=O)[O-])o1)N1CCCCCC1 | 0.0 | 0.5 | 8 | -12
COc1ccc(S(=O)(=O)n2cc(-c3ccc(Cl)cc3)c(N)n2)cc1OC | -0.3 | 0.9 | 5 | -1
CCOC(=O)C1CCN(C(=O)CN(c2cc([N+](=O)[O-])ccc2OC)S(C)(=O)=O)CC1 | 0.1 | -1.2 | -2 | 7
CSc1ccc(/C=N/NC(=O)CCC(=O)Nc2ccc(C)cc2C)cc1 | -0.1 | -0.1 | 4 | -4
CCC(C(=O)n1nnc2ccccc21)c1ccccc1 (configuration not stated) | 0.3 | -0.9 | -12 | -10
Cc1nc2nc(SCc3ccccc3Cl)nn2c(C)c1Cc1ccccc1Cl | 0.3 | 1.3 | -1 | 7
Cc1ccc(S(=O)(=O)c2c(C)c(C)c(C)[nH]c2=O)cc1 | 0.2 | 0.1 | 5 | 11
c1cncc(-c2cc(N3CCC4(CC3)OCCO4)nc(-c3cccnc3)n2)c1 | -0.2 | -1.6 | 17 | -4
CC(C)CCN(C)c1ccc(/C=N/n2cnnc2)cc1 | 0.0 | 1.1 | 10 | 3
CCn1nnc(NC(=O)COc2ccc(Cl)cc2Cl)n1 | 0.2 | -0.2 | -23 | 5
COc1cc(/C=C2/C(=N)N3C(c4ccccc4)=CSC3=NC2=O)ccc1OCc1cccc(C)c1 | 0.1 | -2.7 | -26 | 19
C=CCn1c(SCC(=O)c2ccc3c(c2)NC(=O)CO3)nnc1C1CCCCC1 | 0.3 | 0.0 | 1 | -5
COC(=O)C(NC(=O)Nc1ccc(C)cc1)C(C)C (configuration not stated) | 0.0 | 0.5 | -9 | -11
CCOC(=O)C(C)OC(=O)c1ccc(Cl)c(Cl)c1 (configuration not stated) | 0.0 | 0.1 | 1 | -7
CCc1nc(SCc2ccc(F)cc2)c2c(=O)n(C)c(=O)n(C)c2n1 | -0.1 | -1.8 | 12 | -4
O=C(Cn1nnc2ccccc21)N/N=C/c1ccncc1 | 0.6 | 0.6 | 11 | 9
CCC(C)Oc1cccc(OCCCCN2C(=O)NC(C)(C)C2=O)c1 (configuration not stated) | 0.1 | 0.8 | -7 | 15
CCOC(=O)c1cc[n+](CC(=O)c2ccc(OC)cc2)cc1 | 0.1 | -0.2 | 4 | -7
CN1C(=O)/C(=C\C(=O)c2cccs2)c2ccccc21 | 0.0 | 1.0 | -1 | 19
C=CCn1c(SCC(=O)Nc2ccc3c(c2)OCO3)nc2sc3c(c2c1=O)CCC3 | -0.1 | -0.6 | -2 | 0
O=C(COc1ccc([N+](=O)[O-])cc1Br)N/N=C\c1ccncc1 | 0.0 | 0.4 | 3 | -15
C=CCn1c2ccccc2c2nnc(SC(CC)C(=O)Nc3ccc(OC(F)(F)F)cc3)nc21 (configuration not stated) | 0.1 | 0.5 | 11 | 4
Cc1ccc(Cl)cc1NC(=S)N(CCCN1CCCCC1)Cc1cccs1 | -0.3 | -0.5 | 7 | -2
Nc1ccc(C(=O)Nc2nccs2)cc1 | 0.0 | -3.9 | -24 | 15
CCC(=O)N1c2ccc(S(=O)(=O)N(CC)CC)cc2CC1C (configuration not stated) | 0.0 | -0.8 | 0 | -2
O=C(CN1C(=O)c2ccccc2C1=O)Oc1ccc2ccccc2c1 | -0.1 | -0.1 | -3 | 7
Next entries follow.
SMILES | FBW7 act | GPR151 ag | TEAD-YAP inh | MITF inh
COc1ccc(OCCOc2ccc(C=C3C(=O)NC(=S)NC3=O)cc2)cc1 | -0.1 | 2.7 | 7 | 9
COc1cccc(N2CCN(Cc3nnnn3C3CCCCC3)CC2)c1 | 0.1 | 0.4 | -7 | -11
CC12CC3(C)CC(C)(C1)CC(C(=O)NN)(C2)C3 | 0.1 | -0.8 | -13 | 0
COc1cc(NC(=O)CN(C)S(=O)(=O)c2ccccc2)cc(OC)c1 | 0.0 | 0.5 | 9 | 1
CCOC(=O)C1=C(c2ccccc2)N=c2s/c(=C\c3ccc(-c4ccc(C(=O)O)cc4)o3)c(=O)n2C1c1ccccc1 (configuration not stated) | -0.1 | -0.5 | 3 | -10
CCN(CC)CCN1CCN(c2ccnc3c(-c4ccc(C(=O)OC)cc4)cnn23)CC1 | -0.1 | 0.0 | -11 | -6
COc1cccc(C2CC(c3cccs3)=NN2C(=O)CSc2nnc(CNC(=O)c3ccco3)n2-c2ccc([N+](=O)[O-])cc2)c1OC (configuration not stated) | -0.2 | -0.2 | 4 | 4
Cc1ccc(C)c(Cn2nnc(C(=O)Nc3cc(C)ccc3C)c2N)c1 | 0.1 | -0.4 | -2 | 13
C/C(=C\c1nsc(Nc2ccc(F)c(Cl)c2)n1)NCc1ccc2c(c1)OCO2 | 0.0 | -1.0 | -2 | -13
Cc1cccc(NC(=O)Cn2c(=O)oc3cc(S(=O)(=O)N4CCCCC4)ccc32)c1 | 0.0 | 0.5 | 6 | 17
CC1CCCN(C(=O)CN2C(=O)C(C)Oc3ccccc32)C1 (configuration not stated) | 0.0 | 0.0 | 5 | 14
O=C(CSc1nc2ccc([N+](=O)[O-])cc2s1)Nc1ccc(F)cc1 | 0.1 | 0.8 | -8 | 12
COc1cc(NC(=O)c2cc(CC(C)C)on2)c(OC)cc1Cl | -0.1 | 2.3 | -2 | 0
Cc1cccc(C(=O)Nc2cccc(-c3nc4ccccc4o3)c2)c1 | -0.2 | 1.5 | -1 | 0
COCCNC(=O)Cn1nc(C(F)(F)F)cc1C | 0.6 | 0.7 | -7 | 21
COc1ccc(OC)c(-n2c(CNC(=O)c3cccs3)nnc2SCC(=O)Nc2nccs2)c1 | -0.1 | 3.8 | -4 | -2
O=C(Cn1cnc2ccccc2c1=O)Nc1cccc(Cl)c1Cl | 0.1 | 0.1 | -1 | 6
Cc1nc2cc(-c3ccccc3)nn2c(C)c1CCC(=O)NC(C)C | 0.4 | -0.6 | 8 | 20
Cc1cc(C2C(C#N)=C(N)N(c3ccc([N+](=O)[O-])cc3)C3=C2C(=O)CCC3)c(C)s1 (configuration not stated) | -0.1 | 1.3 | -9 | -86
Cc1nonc1CN(C)C(=O)C1CC12CCN(C/C=C/c1ccccc1)CC2 (configuration not stated) | 0.0 | 0.3 | -4 | -5
CCOc1cc(S(=O)(=O)N(CC)CC)ccc1Cl | 0.0 | 1.1 | -16 | -7
Clc1ccccc1OCCn1cc(/C=N/n2cnnc2)c2ccccc21 | 0.1 | 0.8 | -14 | 23
COc1ccccc1-c1cc(C(F)(F)F)nc(S(=O)(=O)CCCC(=O)Nc2cc(OC)c(OC)c(OC)c2)n1 | 1.8 | -0.7 | -76 | 36
COc1cc(NC(=O)CSc2nnc(C(C)C)n2C)cc(OC)c1 | 0.1 | -0.6 | 5 | -6
O=C(NCCO)c1ccc2nc(NCCCN3CCCC3=O)sc2c1 | 0.1 | -0.4 | 8 | 1
O=C(COc1ncnc2sccc12)NCCCN1CCCC1=O | 0.3 | 0.0 | -1 | 2
CCN(CCO)C(=O)CC1(c2ccccc2F)CC(=O)N(C2CCCCC2)C1=O (configuration not stated) | -0.1 | 2.6 | -3 | 13
CC(/C=C/c1ccco1)=N\NC(=O)CNc1ccc2ccccc2c1 | 0.3 | 2.7 | -8 | 1
CC1CCC(C(=O)NC(Cc2ccccc2)C(=O)NCc2ccco2)CC1 (configuration not stated) | 0.1 | -0.4 | -10 | -2
Cc1cccc(N(CC(=O)N2CCCC2)S(=O)(=O)c2ccccc2)c1C | 0.0 | -1.0 | -6 | 13
N#Cc1ccc(C(=O)Nc2nccs2)c(F)c1 | -0.2 | 0.6 | -16 | 0
CCCC(=O)NC(Nc1ccc(S(=O)(=O)Nc2cc(C)on2)cc1)(C(F)(F)F)C(F)(F)F | 0.1 | 2.6 | -2 | -6

Source: PubChem (The Scripps Research Institute Molecular Screening Center)
